p-CIP stab down = compounds decreasing mouse p/CIP protein stability; decrease of EGFP signal, % at 10 µM; Q05BA5; F442A p/CIP-EGFP cells, EGFP fluorescence, 16 h; actives 0.01% (n = 290,000);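 active = EGFP signal decrease of at least 30% at 10 µM or well 3 SD below plate mean, unless failing retest; inactive = the rest, including hits failing retest or dose response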; also: some compounds called inactive have numbers as strong as hits; many of its hits are not listed in these tables
IDE cell activ = IDE (human) activation, cell-based | P14735 | HEK cells, FAbeta-B cleavage, fluorescence polarization; 0% vehicle, 100% cell-free pure enzyme wells | activation, % at 5.96 µM | actives 0.073% (n = 340,000);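 active = activation above the mean of all tested compounds plus 3 SD, set per screening campaign, cut at about 17% in these data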
Target sequence (P14735 whole entry, looked up): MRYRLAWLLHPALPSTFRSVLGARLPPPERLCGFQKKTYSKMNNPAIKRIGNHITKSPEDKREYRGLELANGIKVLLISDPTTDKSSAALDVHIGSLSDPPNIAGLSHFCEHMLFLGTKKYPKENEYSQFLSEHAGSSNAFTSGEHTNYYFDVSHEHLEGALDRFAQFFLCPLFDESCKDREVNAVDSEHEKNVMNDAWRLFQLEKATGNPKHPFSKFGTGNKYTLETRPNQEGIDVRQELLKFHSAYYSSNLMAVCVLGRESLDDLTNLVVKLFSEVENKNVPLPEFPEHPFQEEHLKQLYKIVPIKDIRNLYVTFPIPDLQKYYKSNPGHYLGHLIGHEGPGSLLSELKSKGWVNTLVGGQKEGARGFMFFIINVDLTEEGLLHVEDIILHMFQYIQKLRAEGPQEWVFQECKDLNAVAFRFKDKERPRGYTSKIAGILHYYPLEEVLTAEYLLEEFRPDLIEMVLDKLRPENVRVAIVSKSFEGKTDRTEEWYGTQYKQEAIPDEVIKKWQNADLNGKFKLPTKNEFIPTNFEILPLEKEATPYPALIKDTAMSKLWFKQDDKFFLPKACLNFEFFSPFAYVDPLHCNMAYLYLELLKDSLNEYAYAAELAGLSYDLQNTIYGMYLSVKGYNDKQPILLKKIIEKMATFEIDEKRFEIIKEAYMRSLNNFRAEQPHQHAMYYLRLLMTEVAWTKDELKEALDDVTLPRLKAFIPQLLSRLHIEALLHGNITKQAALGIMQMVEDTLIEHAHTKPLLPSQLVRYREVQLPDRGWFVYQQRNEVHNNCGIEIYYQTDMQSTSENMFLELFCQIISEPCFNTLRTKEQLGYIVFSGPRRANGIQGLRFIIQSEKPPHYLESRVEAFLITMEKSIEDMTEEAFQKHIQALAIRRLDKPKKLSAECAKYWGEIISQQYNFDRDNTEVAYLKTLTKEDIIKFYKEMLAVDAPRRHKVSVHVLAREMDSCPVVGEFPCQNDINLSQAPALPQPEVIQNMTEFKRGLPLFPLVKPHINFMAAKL
IMP-1 inh = inhibitors of Pseudomonas aeruginosa IMP-1 metallo-beta-lactamase. purified IMP-1, nitrocefin hydrolysis, epi-absorbance fluorescence. inhibition, % at 5.6 µM. actives 0.45% (n = 290,000). AID 1556;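 active = inhibition above the mean plus 3 SD of all compounds in the same screening run, cut at about 4.5% in these data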;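 also: 0% = IMP-1 with DMSO and 100% = DMSO wells lacking enzyme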
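Test system: recombinant IMP-1 enzyme, purified / Medium: HEPES buffer pH 7.1 with ZnSO4 and Brij 35 / Doses: single dose, 5.6 µM / Times: 25 °C, 15 min preincubation, 25 min reaction / Detection: Epi-absorbance via hydrolysed-nitrocefin quenching of white-plate fluorescence, 480/530 nm, EDTA stop / Evaluation: percent inhibition from optical density relative to buffer-blank wells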
FID counter = fluorescent intercalator displacement, NS3 helicase counter-screen | AID 1845 | DNA fluorescent intercalator displacement, fluorescence | actives 0.17% (n = 290,000) | inhibition, % at 7.9 µM; in the data active = inhibition above about 37%;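 also: 0% = vehicle and 100% = reference compound; higher means more ethidium bromide displaced from hairpin DNA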
VIM-2 inh = blocks Pseudomonas aeruginosa VIM-2 metallo-beta-lactamase | actives 0.89% (n = 290,000) | purified VIM-2, nitrocefin hydrolysis, epi-absorbance fluorescence | inhibition, % at 5.6 µM;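 active = inhibition above the mean of all tested compounds plus 3 SD, cutoff set per screening run, cut at about 7.5% in these data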;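 also: red hydrolysis product quenches plate fluorescence so inhibitors raise well fluorescence; 0% = enzyme with DMSO and 100% = DMSO without enzyme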
PfM18AAP inh = blocks P. falciparum M18 aspartyl aminopeptidase; recombinant PfM18AAP, H-Glu-NHMec fluorogenic cleavage; inhibition, % at 7.35 µM; actives 1.2% (n = 290,000); AID 1822;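 active = inhibition above the campaign mean inhibition over all tested compounds plus 3 SD, cut at about 28% in these data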;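 also: 0% = plate median of test compound wells and 100% = 2 mM ZnCl2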
IDE cell inh = inhibits human insulin-degrading enzyme in HEK cells | FAbetaB cleavage, fluorescence polarization | inhibition, % at 5.59 µM | actives 0.41% (n = 320,000);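 active = percent inhibition above the average of all tested compounds plus 3 SD, set per screening campaign, cut at about 16% in these data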;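 also: IDE supplied by intact live HEK cells; FP after avidin binding of uncleaved biotin substrate so inhibition keeps polarization high; 0% = DMSO wells and 100% = 60 µM reference IDE inhibitor Ii1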
HCV NS3 hel inh = inhibitors of Hepatitis C virus NS3 helicase | NS3 helicase DNA unwinding, Cy5 molecular beacon fluorescence | inhibition, % at 10.9 µM | actives 0.56% (n = 290,000) | AID 1800;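 active = inhibition above the mean of all tested compounds plus 3 SD, set per campaign, cut at about 35% in these data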;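 also: 0% = DMSO wells and 100% = thioflavine S control wells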
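Assay system – hepatitis C virus NS3 helicase domain fragment enzyme · Buffer or medium – MOPS pH 6.5, MgCl2, DTT, Tween20, BSA · Reagent – Cy5/quencher beacon DNA duplex and ATP to start · Compound – single 10.9 µM dose · Timing – 1 h at 25 °C · Technique – Cy5 beacon fluorescence read at start and 1 h · Measure – % inhibition of unwinding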
UBC9 SUMO inh = blocks human SUMOylation mediated by UBC9; P63279; HTRF SUMOylation assay, SAE1/SAE2 + UBC9, in vitro; inhibition, % at 35 µM; actives 0.36% (n = 290,000); in the data active = inhibition above about 50%, passing the limit was not always enough; also: strong numbers were not always called active
Active calls of the source: *; nt = not tested or not shown.

SMILES	p-CIP stab down	IDE cell activ	IMP-1 inh	FID counter	VIM-2 inh	PfM18AAP inh	IDE cell inh	HCV NS3 hel inh	UBC9 SUMO inh
CCOC(=O)N1CCN(C(=O)COc2ccc(S(=O)(=O)NCC(C)C)cc2C)CC1	-18.7	0.6	-2.3	-36.1	-2.1	-12.0	2.5	-3.1	22.3
O=C(Nc1cccc(Br)c1)c1ccc2nc(N3C(=O)CCC3=O)sc2c1	10.0	-3.2	-1.0	-28.4	-2.8	-2.5	-0.1	5.7	-4.7
Cc1ccc(C)c(NC(=O)CN(C)C(=O)[C@@H](NC(N)=O)C(C)C)c1	17.3	3.4	0.4	-11.1	-0.8	-2.3	-0.7	-8.2	0.8
CSc1nnc(-c2ccccc2Cl)o1	-1.0	0.9	-3.7	0.4	-2.7	-10.5	-0.9	-6.4	10.5
CCOc1ccc(NC(=S)NNC(=S)Nc2cccc(C(F)(F)F)c2)cc1	6.5	5.6	-1.6	5.1	-3.5	15.1	5.1	-21.2	-0.3
C/C(=N\NC(=O)CCC(=O)O)c1c(-c2ccccc2)c2cc(Br)ccc2[nH]c1=O	-5.3	-1.2	-3.2	-45.1	-2.3	11.1	-0.2	10.2	0.5
CCC(C)NC(=O)COC(=O)Cc1sc(N)nc1-c1ccc(C)cc1 (stereo not given)	8.5	2.1	-3.5	-5.1	-5.4	3.7	2.6	4.2	2.5
CSCC[C@H](N)C(=O)N1CCC(C(=O)N[C@H](C(=O)NCc2ccccc2F)C(C)C)CC1	2.7	5.0	-4.4	-2.3	-2.0	4.6	7.0	-10.0	6.0
COc1ccc(CCNC(=O)C2CCN(S(=O)(=O)c3ccc(C)cc3)CC2)cc1OC	-9.6	3.8	-5.2	-48.9	-2.4	-0.2	nt	3.9	2.1
CN(C)/C=C1\C(=O)NN=C1c1ccccc1	0.0	-0.9	-3.3	7.7	-1.2	10.1	-6.5	5.3	-5.9
CNC(=O)c1ccc(OCc2ccccc2)c(OC)c1	-4.7	3.5	-0.5	-5.5	-2.1	-13.4	10.1	-4.6	-13.2
CN1CC2=Cc3ccccc3OC23Oc2ccccc2C=C3C1	-29.1	0.1	-0.4	11.1	-1.4	4.4	2.8	-52.0	6.9
O=[N+]([O-])c1ccc(N2CCNCC2)cc1Sc1nc2ccccc2[nH]1	-2.1	1.3	-0.3	39.5*	-2.2	12.6	0.4	-21.0	12.2
COc1ccccc1N1CCN(C(=O)NCc2ccc(Cl)cc2)CC1	4.1	-0.8	0.2	-33.9	-1.2	0.7	3.4	-9.8	-9.2
Cc1cc(CNC(=O)Cn2nc(C)c([N+](=O)[O-])c2C)c2ccccc2n1	-8.3	-0.9	-4.3	3.9	-5.3	3.2	1.6	-6.2	-2.0

Three entries from above, sorted by molar mass, ascending.
SMILES	p-CIP stab down	IDE cell activ	IMP-1 inh	FID counter	VIM-2 inh	PfM18AAP inh	IDE cell inh	HCV NS3 hel inh	UBC9 SUMO inh
CN1CC2=Cc3ccccc3OC23Oc2ccccc2C=C3C1	-29.1	0.1	-0.4	11.1	-1.4	4.4	2.8	-52.0	6.9
O=C(Nc1cccc(Br)c1)c1ccc2nc(N3C(=O)CCC3=O)sc2c1	10.0	-3.2	-1.0	-28.4	-2.8	-2.5	-0.1	5.7	-4.7
CSCC[C@H](N)C(=O)N1CCC(C(=O)N[C@H](C(=O)NCc2ccccc2F)C(C)C)CC1	2.7	5.0	-4.4	-2.3	-2.0	4.6	7.0	-10.0	6.0

Other records:
SMILES	p-CIP stab down	IDE cell activ	IMP-1 inh	FID counter	VIM-2 inh	PfM18AAP inh	IDE cell inh	HCV NS3 hel inh	UBC9 SUMO inh
Nc1cnn(C2OC(CO)C(O)C2O)c(=O)n1 (stereo not given)	30.9	8.0	-2.7	0.3	-1.8	-0.9	0.3	4.5	17.6
O=C(NC1CC2CCCC(C1)N2C(=O)N1CCCCC1)C1CCCCC1 (stereo not given)	-1.1	6.9	-0.1	-16.4	-3.7	-9.8	3.4	-1.4	-6.9
CCn1cc(S(=O)(=O)NCc2ccccc2Br)cn1	-0.2	-4.2	-2.7	-6.8	-3.6	-2.8	0.1	6.4	7.2
COc1ccc(/C=C(/NC(=O)c2ccccc2)C(=O)N2CCC(C)CC2)cc1	9.2	7.4	-3.0	-36.4	-2.0	1.1	1.0	3.4	-8.9
N/C(=N\OC(=O)C12CC3CC(CC(C3)C1)C2)c1ccccn1	-3.5	1.5	-2.0	-15.0	-2.3	-1.7	2.6	-3.5	17.9
COc1ccc(C(C(=O)NCc2ccccc2)N(Cc2cccnc2)C(=O)c2snc(C(N)=O)c2N)cc1OC (stereo not given)	-1.8	2.8	-5.3	-26.9	-1.9	3.2	-6.5	8.1	9.0
Cc1cccc(NC(=O)CSc2nc3[nH]ncc3c(=O)[nH]2)c1C	-4.2	-5.8	-3.5	-2.3	-2.0	41.8*	-1.9	5.6	-1.9
O=C(Nc1ccc(Cl)cc1)Nc1nnc(Cc2ccc([N+](=O)[O-])cc2)s1	-0.1	2.9	-2.0	2.1	-2.6	-1.5	1.3	-6.9	-0.6
COc1cccc(CC2CC(=O)N(c3ccc4c(C)cc(=O)oc4c3)C2=O)c1 (stereo not given)	-1.3	1.2	2.4	-3.9	-1.9	1.4	-1.5	-7.8	8.7
CCOC(=O)N1CCC(N2Cc3cccc(C(=O)Nc4ccc(N(CC)CC)cc4C)c3C2=O)CC1	-14.8	-4.5	-3.2	-13.8	-0.6	22.1	1.0	-17.5	-8.9
CCCCC1=CC2=CC(=O)C(C)(OC(=O)CC)C(=O)C2=CN1CCc1c[nH]c2ccccc12 (stereo not given)	-6.1	1.6	nt	nt	nt	nt	3.3	nt	11.3
COc1ccc(S(=O)(=O)NC(CC(=O)NCc2ccccc2OC)c2ccco2)cc1 (stereo not given)	-6.2	-0.4	-0.6	-19.6	-3.0	2.0	-1.1	3.6	-13.4
Cc1oc(-c2cccs2)nc1CN1CCN(C2CCCC2)C(CCO)C1 (stereo not given)	4.0	-1.9	0.2	7.7	-1.5	11.9	0.0	-10.5	17.0
COc1cccc(-c2ccc(C#N)c(OC(=O)c3ccc(Cl)cc3)n2)c1	-6.9	0.8	-2.5	2.8	-4.5	-3.0	3.9	-0.1	36.3
CCOC(=O)c1c(NC(=O)CN2C(=O)c3ccccc3C2=O)sc(Cc2ccc3c(c2)OCO3)c1C	1.7	1.2	0.4	0.8	0.1	0.4	-4.4	1.1	5.6
O=C(COC(=O)CNC(=O)c1ccco1)Nc1ccc(F)cc1	3.0	4.7	-4.0	3.1	-3.4	0.2	-0.9	-4.1	1.8
Cc1noc(NC(=O)c2ccc(Cl)cc2)c1Cl	-8.1	-2.0	-2.5	-4.1	-1.6	-1.0	4.2	1.5	6.7
CC(C)CNC(=O)CN1C(=O)NC(Cc2c[nH]c3ccccc23)C1=O (stereo not given)	-2.0	8.0	-3.9	-0.1	-1.2	-0.8	2.2	4.3	-11.0
C/C(N)=C(/C#N)C(=O)CSc1cc(C)c2cc(C)cc(C)c2n1	-4.2	2.8	-2.2	-3.6	-0.3	1.5	-3.7	-24.4	-4.3
O=C(O)C1CCC1C(=O)Nc1nc(-c2ccc(Cl)s2)cs1 (stereo not given)	-0.7	-3.4	-1.5	-14.0	-2.7	2.9	6.7	3.8	-0.3
COCCSc1nnc(NC(=O)C2CCCO2)s1 (stereo not given)	-2.6	-1.1	-1.9	0.7	-1.2	-1.2	3.0	-17.8	19.4
Cc1c(C#N)c2ccccc2n1CC(=O)NCc1cccnc1	-7.1	-2.1	-3.5	-0.6	-2.8	-1.9	2.5	6.7	9.5
Nc1cc(S(=O)(=O)N2CCOCC2)ccc1Oc1ccc(F)cc1	-23.7	5.6	-1.5	-15.4	-2.4	-6.8	-1.2	3.8	9.3
C/C(=N\NC(=O)CSc1nc2ccccc2c(=O)n1-c1ccccc1C)c1cccs1	-9.8	3.5	-2.8	1.5	-0.6	2.2	1.5	8.3	-3.8
COc1ccc(S(=O)(=O)N(C)CC(=O)Nc2ccccc2OC)cc1	-0.5	-5.0	-3.9	-8.0	-3.2	-7.7	1.3	-4.5	3.6
Cn1cccc1/C=C1\SC(=O)N(CC(=O)Nc2ccc(F)cc2)C1=O	-5.2	4.0	-1.8	-13.4	-4.0	2.9	-2.7	-2.8	21.7
O=C1C=C(NCc2ccc(Cl)cc2)CC(c2ccco2)C1 (stereo not given)	-3.3	2.1	0.5	-9.5	-1.1	9.9	-1.6	18.2	11.9
COCc1nnc(NC(=O)CCC2CCCCC2)s1	1.9	0.4	-3.5	-14.7	-0.9	3.8	-3.1	-1.6	12.9
CC(=O)/C=C(\C)Nc1c(C)n(C)n(-c2ccccc2)c1=O	-7.9	3.0	-1.5	-8.4	-3.3	-3.6	-1.6	-5.1	-0.3
CC1(C(=O)NC2CCCCC2)CCC(=O)N1Cc1cccnc1 (stereo not given)	-7.4	6.6	-3.7	-3.8	-1.3	-3.5	-3.0	1.0	-11.7
COc1ccccc1OCCCC(=O)Nc1ccc2c(c1)OCCO2	-0.6	1.9	-5.2	-26.9	-2.4	-7.6	6.6	3.7	-8.6
O=C(Oc1nsnc1N1CCOCC1)N1CCCCC1	nt	0.2	-1.0	-4.3	-0.2	0.0	-2.3	11.1	nt
Cc1ccc(S(=O)(=O)NCCc2ccncc2)cc1	-0.5	-2.0	-3.8	-2.0	1.4	-4.4	-0.6	-2.2	-1.8
CCOC(=O)N1CCN(c2nc3ccc(C(=O)c4ccccc4)cc3n3cnnc23)CC1	-9.3	-16.0	-2.6	-6.5	-2.5	-0.1	-4.3	-1.7	18.7
Cc1ccc(C)c(-n2c(-c3csc(C)c3C)n[nH]c2=S)c1	-16.3	-8.6	-3.2	-19.0	-0.9	-11.1	9.9	5.2	15.0
CCN(CC(=O)N1CCCCC1)S(=O)(=O)c1ccccc1	-7.8	-5.8	-1.8	-1.2	-0.9	-8.4	-2.4	1.0	11.0
Cc1cc(OCc2cccc(Cl)c2)c(C)cc1CN1CCOCC1	3.1	-1.1	-2.9	4.2	-2.1	6.8	7.6	-11.9	-1.9
COc1ccc(C(C(=O)NC2CCCCC2)N(CC2CCCO2)C(=O)CNC(=O)c2ccco2)cc1 (stereo not given)	1.2	0.2	-1.2	-11.5	-2.3	-16.7	1.1	-1.2	13.0
CC1Cc2ccccc2N1C(=O)CSc1nnc2sc3ccccc3n12 (stereo not given)	-23.0	-4.6	-2.3	-23.8	-3.8	-0.6	2.3	-0.5	1.2
CC1=CC(c2ccccc2)NC(=S)N1 (stereo not given)	-4.7	-6.8	-4.2	0.5	-2.9	10.8	9.5	6.0	6.8
COCCNC(=O)c1ccc(NC(=O)C2(c3ccccc3)CCCC2)cc1	-5.0	4.8	-0.9	-25.4	0.5	0.0	3.5	-2.2	6.4
COc1ccc(-c2[nH]ncc2CN(C)Cc2c(C)n[nH]c2C)c(OC)c1	6.9	0.0	0.8	2.5	-0.8	-7.6	4.1	10.6	0.2
CCc1ccc(OCC(O)CN2CCCC2)cc1 (stereo not given)	-4.2	-0.6	-1.9	-2.3	-0.7	-0.1	4.2	23.2	3.5
